# HEK293 tox: cytotoxic in the GLP-1 receptor inverse agonist counter-screen | AID 624418 | actives 0.13% (n = 410,000) | HEK293 cAMP-luciferase reporter cells, luminescence, 24 h | Potency, µM (highest dose often 38.3 µM), inactives show at the highest dose activity change, negative = inhibition, most hits filed as inhibitors;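 further: loss of luciferase light is scored as toxicity; on the % scale 0 is the no-effect control and ±100 the full control effect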
#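 Luminescence readout: signal drop marks cytotoxicity. Plated cells grew 12 h at 37 °C, 5% CO2, received 23 nL compound for 24 h, then got luciferase reagent, read after 12 min at RT.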
# KB-V1 cytotox: KB-V1 MDR subline cytotoxicity. KB-V1 MDR cells viability, CellTiter-Glo, 72 h. Potency, µM (top dose mostly 46.1 µM), inactives show at the highest dose activity change, negative = cytotoxicity, most hits filed as cytotoxic. actives 3.4% (n = 400,000). AID 1347076; further: on the % scale 0 is the no-effect control and ±100 the full control effect; nearly all actives have a fitted effect of over 60% in size
#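 KB-V1 MDR subline cells in DMEM (phenol-red free, 10% FBS) exposed to compounds in qHTS concentration series for 72 h at 37 degrees C. Viability read by CellTiter-Glo luminescence; concentration-effect curves fitted after normalization and correction.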
# GLP1R inv ag: GLP-1 receptor (human) inverse agonism; P43220; HEK293 GLP-1R CRE-luciferase, luminescence, 24 h; GLP-1R form is constitutively active; Potency, µM (titrated, usually from 38.3 µM), inactives show at the highest dose activity change, negative = inhibition, actives largely listed as inhibitors; actives 1.6% (n = 410,000); further: on the % scale 0 is the no-effect control and ±100 the full control effect; nearly all actives have a fitted effect of over 55% in size
# Target sequence (P43220 whole entry, looked up): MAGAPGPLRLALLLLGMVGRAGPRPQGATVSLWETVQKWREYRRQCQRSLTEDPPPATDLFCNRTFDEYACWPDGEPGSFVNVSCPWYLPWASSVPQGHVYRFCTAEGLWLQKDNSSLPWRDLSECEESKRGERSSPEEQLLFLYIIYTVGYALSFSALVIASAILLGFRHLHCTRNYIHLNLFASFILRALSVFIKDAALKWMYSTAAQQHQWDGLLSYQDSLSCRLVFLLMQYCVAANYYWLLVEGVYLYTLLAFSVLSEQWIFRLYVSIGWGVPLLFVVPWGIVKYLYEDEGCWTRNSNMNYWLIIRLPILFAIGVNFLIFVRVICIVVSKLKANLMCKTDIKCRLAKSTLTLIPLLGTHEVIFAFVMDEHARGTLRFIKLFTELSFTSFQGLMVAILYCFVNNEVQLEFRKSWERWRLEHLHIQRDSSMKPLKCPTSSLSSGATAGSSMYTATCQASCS
#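 Inverse agonism was detected as reduced cAMP-driven luciferase luminescence after 24 h compound treatment. The cells were HEK293 clones expressing constitutively active human GLP-1R with the reporter. Reporter-only and GPR119 cell lines served as counterscreen controls.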
# KB-3-1 tox: KB-3-1 parental cell cytotoxicity. KB-3-1 viability, CellTiter-Glo ATP luminescence, 72 h. Potency, µM (highest dose often 46.1 µM), for the others: top-dose activity change, negative = cytotoxic, usual class: cytotoxic. actives 1.4% (n = 400,000). AID 1347075; further: on the % scale 0 is the no-effect control and ±100 the full control effect; nearly all actives have a fitted effect of over 60% in size
#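 Multi-concentration cytotoxicity screen in KB-3-1 cells grown in DMEM lacking phenol red with 10% FBS. After 72 h at 37 °C with compound, ATP-dependent luminescence was recorded.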
# SW480 rereplic: DNA re-replication induction in SW480 cells; SW480 DNA re-replication, Hoechst DNA content imaging, 48 h; Potency, µM (top dose mostly 46.1 µM), for the others: at the highest dose re-replication activation, usual class: activators; actives 1.8% (n = 340,000); AID 624297; further: % of control where 0% means no effect; nearly all actives have a fitted effect of over 55% in size
#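 Quantitative HTS format with DMSO vehicle controls; 48 hr drug incubation at 37 C, then 40 min Hoechst staining and scanning imager measurement at 405 nm excitation.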
# GLP-1R agonist: activates the human GLP-1 receptor | actives 0.007% (n = 380,000) | HEK293 GLP-1R CRE-luciferase, luminescence, 4-6 h; cells express a hypersensitive GLP-1R form | P43220 | Potency, µM (highest dose often 45.6 µM), for the others: at the highest dose activation, usual class: activators; further: % of control where 0% means no effect
# TDP43 rescue: TDP-43 toxicity inhibition in yeast | actives 1.8% (n = 410,000) | AID 652104 | TDP-43 expressing yeast growth rescue, BacTiter-Glo, 24 h | Potency, µM (doses to about 46.1 µM), for inactives: at the highest dose growth rescue (activation), most hits filed as activators; further: % of control where 0% means no effect; nearly all actives have a fitted effect of over 50% in size
#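 Luminescence from BacTiter-Glo reports growth of TDP-43-expressing yeast after 24 hr at 30 deg C with compound. Cells were raffinose-pregrown to mid-log, then seeded in galactose medium at OD600=0.02.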
# HT1080 IDH1KD tx: kills HT-1080 cells with IDH1 knockdown; HT-1080 IDH1 knockdown viability, ATP luminescence, 48 h; Potency, µM (series often up to 46.1 µM), without a hit: at the highest dose activity, negative = toxicity, actives largely listed as cytotoxic; actives 2% (n = 360,000); AID 686971;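 further: 0% = DMSO wells and -100% = cell-free medium wells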
#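 Viability of IDH1-knockdown HT-1080 fibrosarcoma cells was assessed by CellTiter-Glo after 48 h at 37 °C with titrated compound; concentration-effect curves were classified by fit quality and response size.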
# HT1080NT lethal: kills 2HG-producing HT-1080-NT fibrosarcoma cells; AID 686970; HT-1080-NT fibrosarcoma viability, CellTiter-Glo ATP luminescence, 48 h; actives 1.6% (n = 360,000); Potency, µM (top dose mostly 46.1 µM), for the others: at the highest dose activity, negative = less viability, hits mostly cytotoxic;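 further: NT is the 2HG producing partner of a matched IDH1 knockdown line; 0% = DMSO-treated cells and -100% = media-only wells without cells; nearly all actives have a fitted effect of over 55% in size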
#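 HT-1080-NT fibrosarcoma cells (2HG-overproducing), 750 cells/well in RPMI with 5% FBS, dosed after 2 h and incubated 48 h at 37C. CellTiter-Glo luminescence normalized to DMSO and no-cell wells; concentration-response curves fitted and classed.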
# Numbers without * were called inactive; ? = inconclusive; / = not tested or not shown; & = joins results of further samples; [ ] = dose if it differs, or a comment. The call rests on the fitted dose curve; in most records, active means well fitted curve in the direction sought with a large enough effect; inconclusive means small, poorly fitted or top-dose-only effect, or another doubt; inactive means no such curve, though single readings can be large; an effect the other way counts as inactive or inconclusive. Potency means the concentration at half of the fitted maximal effect.
SMILES,HEK293 tox,KB-V1 cytotox,GLP1R inv ag,KB-3-1 tox,SW480 rereplic,GLP-1R agonist,TDP43 rescue,HT1080 IDH1KD tx,HT1080NT lethal
COc1ccc(OCc2cc(C(=O)N3CCCCCCC3)no2)c(Cl)c1,-3%,?,?,4%,0%,?,28%,4%,3%
Cc1cc(-c2ccccc2)c2nncn2n1,-10%,5%,14%,5%,-6%,-3%,2%,10%,20%
O=C(COc1ccc(Cl)cc1Cl)NNC(=S)NCc1ccco1,-16%,22%,?,-2%,0%,4%,15%,-6%,-5%
O=C(COC(=O)c1ccc2c(c1Cl)C(=O)c1ccccc1C2=O)NC1CC1,-3%,-3%,49%[activator],11%,-17%,13%,24%,-6%,-4%
O=C(/C=C/c1ccccc1)OCC(=O)N1CCCC1,3%,-6%,11%,-10%,-11%,-3%,11%,2%,5%[9.24 µM]
S=C(NCCCN1CCOCC1)Nc1ccc(Cl)cc1Cl,-8%,10%,6%,-1%,-5%,3%,5%,10%,6%
CCCc1ccc2oc(C(=O)N3CCN(C4CCS(=O)(=O)C4)CC3)c(C)c2c1 (centres undefined),4%,10%,?,-12%,-9%,10%,-7%,-14%,-10%
COc1ccc(C(=O)NCC(c2ccccc2)c2ccccc2)cc1S(=O)(=O)N1CCOCC1,-17%,8.2µM*,-28%,-3%,-5%,-7%,15%,-2%,3%
Cc1cc(NC(=O)CSc2nnc(-c3ccc(Br)o3)n2Cc2ccccc2)no1,-17%,5%,?,-4%,-1%,19%,6%,-14%,-10%
Cc1c(Cl)cccc1NC(=O)CN(C1CCCCC1)S(C)(=O)=O,9%,5%,7%,-40%,?,5%,21%,-3%,-15%
COC(=O)c1ccc(NC(=S)N2CCN(Cc3ccccc3Cl)CC2)cc1,1%,-23%,?,10%,4%,-2%,3%,0%,-24%
Cc1nc2cc(-c3cccc(F)c3)nn2c(C)c1CCC(=O)Nc1ccccc1C(N)=O,3%,-13%,1%,4%,/,0%,13%,/,/
CCOc1ccccc1NC=C1C(=O)OC2(CCCCC2)OC1=O,3%,-30%,3%,1%,-2%,16%,3%,30%,2%
COc1ccc(OC)c(CNC(=O)CCc2cn(C)c3ccccc23)c1,-3%,-3%,?,0%,?,1%,1%,-27%,-5%
CCN(CC)CC(=O)N1CCCC(C(=O)c2ccccc2OC)C1 (centres undefined),6%,-4%,7%,4%,5%,8%,10%,0%,1%
O=CNCC(=O)NC1CCCCCC1,13%,16%,2%,27%,-1%,-1%,-4%,1%,3%
COC(=O)C[C@H]1c2ccc(C(F)(F)F)cc2S(=O)(=O)N1Cc1ccccc1,7%,?,17%,5%&-11%,8%,-8%,36%,-2%,-9%
CC(NS(=O)(=O)c1ccc([N+](=O)[O-])cc1)C(c1cccs1)N1CCOCC1 (centres undefined),-5%,0%,-26%,-1%,-8%,-6%,-9%,0%,-3%
OCC[C@@H]1C[C@@H](O)[C@H](O)[C@]2(Cc3ccccc3CCO2)O1,5%,-24%,5%,-3%,-5%,6%,11%,6%,0%
CC1=C(C(=O)N(C(C)C)C(C)C)CC(CC(=O)NC(c2ccccc2)c2ccccc2)C(=O)N1CCC1=CCCCC1 (centres undefined),-13%,?,?,?,/,-5%,24%,?,?
COc1cccc(OCCn2cccc2/C=C2/C(=N)N3OC(C)=CC3=NC2=O)c1,2%,-7%,15%,-4%,-1%,1%,3%,15%,4%
COc1ccc(NC(C)C(=O)N/N=C/c2ccccc2OCc2ccc(Br)cc2)cc1 (centres undefined),-11%,?,?,?,?,1%,-11%,0%,-3%
COc1ccccc1NC(=O)Cn1cnc2c(oc3ccccc32)c1=O,?,-4%,6%,3%,-4%,-3%,5%,10%,17%
COc1ccc(-c2nc3ccc(Br)cn3c2Cc2cccc(F)c2)cc1OC,-19%,13%,-15%,0%,/,27%,14µM*,-20%,-27%
Cn1c(Oc2ccc(F)cc2F)c(C=O)c2ccccc21,-7%,0%,?,-1%,9%,21%,-7%[1.82 µM],12%,-11%

# (further entries)
SMILES,HEK293 tox,KB-V1 cytotox,GLP1R inv ag,KB-3-1 tox,SW480 rereplic,GLP-1R agonist,TDP43 rescue,HT1080 IDH1KD tx,HT1080NT lethal
COc1cc2[nH]c(=S)n(N(C(C)=O)C(C)=O)c(=O)c2cc1OC,-9%,0%,-8%,6%,-12%,-7%,-5%,-5%,-1%
N#Cc1c(-c2ccccc2)nc(N2CCN(Cc3ccccc3)CC2)[nH]c1=O,-1%,-6%,-19%,?,?,1%,-20%,-6%,-8%
NS(=O)(=O)c1ccc(CNC(=O)c2cc(-c3ccccc3)nc3ccccc23)cc1,?,?,2%,-3%,31%,18%,-10%,-21%,-2%
O=C(Cn1cc(CNC(=O)C2CCCCC2)nn1)Nc1cc(C(F)(F)F)ccc1Cl,/,0%,/,9%,-8%,2%,/,/,/
O=C(Nc1ccc2ncccc2c1)c1ccccc1Cl,-3%,-2%,8%,7%,?,2%,1%,9%,-1%
CC(C)(C)NC(=O)CSc1nnc(Cc2ccc3c(c2)OCO3)n1C1CCCCC1,-17%,-4%,-17%,1%,-2%,2%,-17%,8%,2%
COc1ccccc1N1CCN(C(=S)Nc2cccc(C)c2)CC1,-21%,?,?,?,?,21%,-11%[0.397 µM],?,-26%
O=C(Nc1ccc([N+](=O)[O-])cc1)C1(c2ccccc2)CCOCC1,-3%,2%,?,2%,2%,-3%,16%,-13%,-5%
COCCN(C(=O)C1CCN(C(=O)c2ccccc2C)CC1)c1c(N)n(CC(C)C)c(=O)[nH]c1=O,62%[activator],-12%,2%,1%,-1%,2%,6%,-9%,-3%
CCNC(=O)C1(C)CCCN(C(=O)c2cccc(C)c2C)C1 (centres undefined),-4%,2%,7%,0%,/,-5%,4%,9%,25%
COc1ccc(NC(=O)NCCN2CCCCC2)cc1,1%,6%,-4%,1%,-2%,-2%,12%,5%,8%
Cc1ccc(N2C(=O)Nc3ccccc3S2(=O)=O)cc1Cl,1%,2%,?,1%,-1%,5%,?,-4%,-15%
CCOC(=O)C1C(=O)CC(C)(O)C(C(=O)OCC)C1c1cccc(OC(F)(F)C(F)F)c1 (centres undefined),6%,?,?,?,11%,1%,6%,13%,8%
Cc1nn(Cc2nc(-c3cccs3)no2)c(C)c1Br,-9%,-3%,?,5%,-3%,0%,21%,1%,4%
Cc1cc(=O)[nH]c(SCC(=O)N2CCCC2)n1,1%,5%,4%,1%,-5%,-7%,28%,19%,10%
CCN(C(=O)COC(=O)c1cc2ccccc2cc1O)C1CCS(=O)(=O)C1 (centres undefined),-14%,21%,-22%,13%,-3%,-5%,10%,-2%,-5%
COc1ccc2c(CC(=O)Nc3ccc(C)cc3)coc2c1,7%,7%,0%,-2%,/,/,13%,/,/
COCCNC(=S)N(CCc1c(C)[nH]c2ccc(OC)cc12)Cc1ccco1,5%,?,-25%,-14%,4%,8%,13%,-5%,-19%
CC(=O)Nc1cc(NC(C)=O)c(N=Nc2ccccc2)cc1C,-21%,-4%,27%,1%,1%,9%,6%,-2%,-1%
CCc1nnc2c3ccccc3nc(Nc3ccc(C(C)=O)cc3)n12,-4%,8%,5%,15%,/,/,?,/,/
CCc1c(O)nc(SCC(=O)Nc2ccc(Br)cc2)n(-c2ccc(C)cc2)c1=O,0%,-1%,-7%,-4%,-19%,0%,-8%,-7%,1%
COc1ccccc1CN(C)C(=O)c1cc2ccccc2o1,0%,-11%,-5%,3%,-2%,10%,20%,-3%,-19%
CNC(=S)N/N=C/c1c(C)c(C(=O)c2ccc(F)cc2)n2ccccc12,-29%,-17%,-8%,-3%,21%,21%,-1%,-10%,-11%
Cc1cc(Cn2nc(C(=O)NCC3CC3)cc2-c2ccccc2)on1,7%,0%,19%,5%,-11%,-2%,-2%,2%,-4%
O=C(COC(=O)CNC(=O)c1ccccc1F)NC12CC3CC(CC(C3)C1)C2,5%,4%,19%,-1%,-2%,-4%,6%,-4%,2%[9.24 µM]

# Quoted from the listing.
# For KB-V1 cytotox, Cc1nn(Cc2nc(-c3cccs3)no2)c(C)c1Br reads -3%
# For TDP43 rescue, N#Cc1c(-c2ccccc2)nc(N2CCN(Cc3ccccc3)CC2)[nH]c1=O reads -20%

# Carrying on:
SMILES,HEK293 tox,KB-V1 cytotox,GLP1R inv ag,KB-3-1 tox,SW480 rereplic,GLP-1R agonist,TDP43 rescue,HT1080 IDH1KD tx,HT1080NT lethal
CCCCSc1nc2c([nH]1)c(=S)n(C)c(=O)n2C,?,1.5µM*,?,7.3µM*,?,-7%,?,9%,2%
CCOC(=O)CC(=O)CSc1nc2ccccc2c(=O)n1CCc1ccc(S(N)(=O)=O)cc1,-12%,-3%,7%,3%,/,/,14%,/,/
CC(=O)C1=C(C)N(Cc2ccccc2)C(=O)N[C@H]1c1ccco1,-4%,14%,11%,9%,-8%,3%,9%,6%,-2%
Cc1nn(C(=O)c2ccoc2C)c(N)c1-c1ccccc1,-2%,-5%,?,2%,-5%,17%,-12%,7%,-3%
O=C(O)c1nccnc1C(=O)Nc1ccc(Cl)cn1,62%[activator],-13%,-7%,-2%,?,-1%,-7%,2%,-1%
O=C(c1ccc2c(=O)n(-c3ccccc3)c(=S)[nH]c2c1)N1CCN(c2ccccc2)CC1,-4%,-3%,-3%,-27%,-5%,-3%,16%,-9%,1%
O=C(Cn1cc2c(n1)CCCC2)NC1CCCCCC1,10%,4%,14%,-2%,-5%,-5%,6%,14%,6%

# Only HT1080 IDH1KD tx and HEK293 tox, for some of the entries so far:
canonical_smiles | HT1080 IDH1KD tx | HEK293 tox
COC(=O)C[C@H]1c2ccc(C(F)(F)F)cc2S(=O)(=O)N1Cc1ccccc1 | -2% | 7%
Cc1c(Cl)cccc1NC(=O)CN(C1CCCCC1)S(C)(=O)=O | -3% | 9%
CCc1c(O)nc(SCC(=O)Nc2ccc(Br)cc2)n(-c2ccc(C)cc2)c1=O | -7% | 0%
CCOC(=O)C1C(=O)CC(C)(O)C(C(=O)OCC)C1c1cccc(OC(F)(F)C(F)F)c1 (centres undefined) | 13% | 6%
NS(=O)(=O)c1ccc(CNC(=O)c2cc(-c3ccccc3)nc3ccccc23)cc1 | -21% | ?

# High-throughput results as filed in PubChem BioAssay.
